Bioassay records deposited in PubChem BioAssay by Broad Institute.
NFkB SMM – binders of human NF-kappa-B p105. calls only. actives 1.3% (n = 17,000). P19838. Small molecule microarray, anti-His fluorescence binding. AID 624139;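 active = spot fluorescence over background significantly raised, with a chance value under 7% in all four replicate spots of the compound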;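 also: probe protein is his-tagged human p50 processed subunit at 1 µg/ml; raw spot fluorescence signals with no normalization applied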
Target sequence (P19838 1-433 limits assumed): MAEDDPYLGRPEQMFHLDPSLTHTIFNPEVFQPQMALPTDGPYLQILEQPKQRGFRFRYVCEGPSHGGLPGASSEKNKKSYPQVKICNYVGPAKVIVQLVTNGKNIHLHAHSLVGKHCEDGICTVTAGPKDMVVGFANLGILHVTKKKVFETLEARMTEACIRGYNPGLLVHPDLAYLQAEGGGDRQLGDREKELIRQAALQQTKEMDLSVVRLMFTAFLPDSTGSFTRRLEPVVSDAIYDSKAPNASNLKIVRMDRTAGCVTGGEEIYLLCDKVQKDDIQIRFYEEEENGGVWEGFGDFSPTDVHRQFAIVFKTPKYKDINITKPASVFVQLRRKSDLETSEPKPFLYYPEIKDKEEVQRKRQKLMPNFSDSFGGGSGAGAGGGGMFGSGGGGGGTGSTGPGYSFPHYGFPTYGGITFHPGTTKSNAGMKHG
Calls only; i = inactive; + = active, no number. Some of the compounds tested (hit frequency here may not be typical).

Start of the listing, in advance:
no. | Structure | NFkB SMM
1 | C[C@@H]1CN([C@@H](C)CO)C(=O)CCCn2nncc2CO[C@H]1CN(C)Cc1ccc(Cl)c(Cl)c1 | i
2 | NC(=O)CSc1nnc(-c2ccccc2F)n1-c1ccccc1 | i
3 | Cc1ccc(S(=O)(=O)N(C)C[C@@H]2Oc3ccc(NC(=O)Cc4cn(C)c5ccccc45)cc3CC(=O)N([C@H](C)CO)C[C@H]2C)cc1 | i

This part in full (from the top)
no. | Structure | NFkB SMM
1 | C[C@@H]1CN([C@@H](C)CO)C(=O)CCCn2nncc2CO[C@H]1CN(C)Cc1ccc(Cl)c(Cl)c1 | i
2 | NC(=O)CSc1nnc(-c2ccccc2F)n1-c1ccccc1 | i
3 | Cc1ccc(S(=O)(=O)N(C)C[C@@H]2Oc3ccc(NC(=O)Cc4cn(C)c5ccccc45)cc3CC(=O)N([C@H](C)CO)C[C@H]2C)cc1 | i
4 | O=C(NC(Cc1ccc(O)cc1)C(=O)O)c1ccccc1 (centres undefined) | i
5 | COc1ccc2cc(C(C)C(=O)O)ccc2c1 (centres undefined) | i
6 | O=C(NCc1ccccc1)C1=C[C@@H](c2cccs2)C[C@@H](OCc2ccc(CO)cc2)O1 | i
7 | Cc1noc(C)c1NC(=O)Nc1ccc2c(c1)C(=O)N([C@H](C)CO)C[C@@H](C)[C@H](CN(C)C(=O)Nc1c(C)noc1C)O2 | i
8 | CNc1ccccc1C(=O)N1CCc2c([nH]c3ccccc23)C1=O | i
9 | C[C@H]1CN([C@@H](C)CO)C(=O)Cc2cc(NC(=O)Cc3ccccc3)ccc2O[C@H]1CN(C)Cc1ccc(C(F)(F)F)cc1 | i
10 | CCn1c2ccccc2n2c(SCCOc3ccc(C)cc3)nnc12 | i
11 | CC(=O)Nc1ccccc1NC(=O)COc1ccc([N+](=O)[O-])cc1 | i
12 | COc1ccc(CN(C)C[C@@H]2Oc3ccc(NC(=O)Nc4ccc(OC)cc4)cc3C(=O)N([C@@H](C)CO)C[C@@H]2C)cc1 | i
13 | C[C@@H]1CCCCO[C@H](CN(C)C(=O)C2CCCCC2)[C@@H](C)CN([C@H](C)CO)C(=O)c2cc(NC(=O)c3ccncc3)ccc2O1 | i
14 | O=C(Nc1ccccc1[N+](=O)[O-])c1cccc(S(=O)(=O)Nc2ccccc2)c1 | i
15 | Cn1c(SCC(=O)Nc2ccc(Cl)cc2Cl)nnc1-c1ccc(Cl)cc1 | i
16 | C[C@@H]1CN([C@@H](C)CO)C(=O)c2cc(NS(=O)(=O)c3cccs3)ccc2O[C@@H](C)CCCCO[C@@H]1CN(C)Cc1ccccc1 | i
17 | CN(C)Cc1nc(-c2cn(C)c3ccccc23)no1 | i
18 | CSc1nc(N)nc(SCCS(=O)(=O)c2ccc(Cl)cc2)c1C#N | i
19 | C[C@H]1CN([C@@H](C)CO)C(=O)Cc2cc(NS(C)(=O)=O)ccc2O[C@H]1CN(C)C(=O)Nc1ccccc1 | i
20 | COC(=O)c1ccccc1NC(=O)c1ccc(COc2ccccc2)o1 | i

By substructure, the entries above with a halogen (5)
no. | Structure | NFkB SMM
1 | C[C@@H]1CN([C@@H](C)CO)C(=O)CCCn2nncc2CO[C@H]1CN(C)Cc1ccc(Cl)c(Cl)c1 | i
2 | NC(=O)CSc1nnc(-c2ccccc2F)n1-c1ccccc1 | i
9 | C[C@H]1CN([C@@H](C)CO)C(=O)Cc2cc(NC(=O)Cc3ccccc3)ccc2O[C@H]1CN(C)Cc1ccc(C(F)(F)F)cc1 | i
15 | Cn1c(SCC(=O)Nc2ccc(Cl)cc2Cl)nnc1-c1ccc(Cl)cc1 | i
18 | CSc1nc(N)nc(SCCS(=O)(=O)c2ccc(Cl)cc2)c1C#N | i

The list continues.
no. | Structure | NFkB SMM
21 | COc1ccc(S(=O)(=O)Nc2ccc3c(c2)CC(=O)N([C@@H](C)CO)C[C@@H](C)[C@@H](CN(C)Cc2ccc(C(F)(F)F)cc2)O3)cc1 | i
22 | CCn1c(SCC(=O)N2CCc3ccccc32)nnc1-c1ccncc1 | i
23 | C[C@@H]1CN([C@H](C)CO)C(=O)Cc2cc(NS(=O)(=O)c3ccccc3)ccc2O[C@H]1CN(C)C(=O)Nc1ccccc1 | i
24 | C[C@H](CO)N1C[C@H](C)[C@@H](CN(C)Cc2cccc3c2OCCCO3)OCc2cn(nn2)CCCC1=O | i
25 | N#C/C(=C\c1ccc(O)c(O)c1)C(=O)NC1CCC(CC2CCC(NC(=O)/C(C#N)=C/c3ccc(O)c(O)c3)CC2)CC1 (centres undefined) | i
26 | C[C@@H]1CN([C@@H](C)CO)C(=O)c2cccc(NC(=O)Nc3ccc4c(c3)OCO4)c2O[C@@H]1CN(C)C(=O)NC1CCCCC1 | i
27 | C[C@@H]1CCCCO[C@H](CN(C)C(=O)c2ccncc2)[C@H](C)CN([C@@H](C)CO)C(=O)c2cc(NS(=O)(=O)c3ccccc3)ccc2O1 | i
28 | C[C@@H]1CN([C@H](C)CO)C(=O)c2cccc(NC(=O)c3ccncc3)c2O[C@H]1CN(C)Cc1ccc(C(=O)O)cc1 | i
29 | CN(C)CCN1C(=O)c2ccccc2N(C)c2ccccc21 | i
30 | C[C@H](CO)N1C[C@H](C)[C@@H](CN(C)C(=O)C2CCCCC2)OCCCC[C@H](C)Oc2ccc(N(C)C)cc2C1=O | i
31 | CCOC(=O)C1=CC[C@@H](c2ccc(OC)cc2)[C@@H]1C(=O)c1ccccc1 | i
32 | CNC[C@@H]1OCCCC[C@@H](C)Oc2ccc(NC(=O)NC(C)C)cc2C(=O)N([C@@H](C)CO)C[C@H]1C | i
33 | CCCCC(=O)N(Cc1ccc(-c2ccccc2-c2nn[nH]n2)cc1)[C@H](C(=O)O)C(C)C | i
34 | C[C@@H]1CCCCO[C@@H](CN(C)Cc2ccc3c(c2)OCO3)[C@@H](C)CN([C@@H](C)CO)C(=O)c2cc(NC(=O)CCCN(C)C)ccc2O1 | i
35 | COCCOC(=O)N1C(=O)[C@@]2(c3cc(C#CCC(C(=O)OC)C(=O)OC)ccc31)[C@H](C(=O)NC[C@H](O)c1ccccc1)[C@H]1C(=O)O[C@H](c3ccccc3)[C@H](c3ccccc3)N1[C@@H]2c1ccc(O)cc1 | i
36 | C[C@@H]1CN([C@@H](C)CO)C(=O)Cc2cc(NC(=O)NC3CCCCC3)ccc2O[C@H]1CN(C)C(=O)Nc1ccc2c(c1)OCO2 | i
37 | Cc1cc(C)nc(SCC(=O)c2cc(C(C)(C)C)c(O)c(C(C)(C)C)c2)n1 | i
38 | C[C@@H]1CCCCO[C@H](CN(C)S(C)(=O)=O)[C@@H](C)CN([C@@H](C)CO)C(=O)c2cc(NS(=O)(=O)c3ccccc3)ccc2O1 | i
39 | C[C@H]1CN([C@@H](C)CO)C(=O)CCCn2cc(nn2)CO[C@H]1CN(C)S(=O)(=O)c1ccc(Oc2ccccc2)nc1 | i
40 | CC1CC2C3CCC4=CC(=O)C=CC4(C)C3(F)C(O)CC2(C)C1(O)C(=O)CO (centres undefined) | i
41 | Clc1ccccc1OCCSc1nnc(-c2cccnc2)n1-c1ccccc1 | i
42 | COc1ccc(NC(=O)CN2CCN(S(=O)(=O)c3c(C)cc(C)cc3C)CC2)cc1 | i
43 | COc1ccc(S(=O)(=O)Nc2ccc3c(c2)C(=O)N([C@@H](C)CO)C[C@H](C)[C@@H](CN(C)C(=O)c2ccncc2)OCCCC[C@@H](C)O3)cc1 | i
44 | CC(C)(C)c1ccc(N2C(=O)CSC2c2ccccc2)cc1 (centres undefined) | i
45 | CC1(C)CC(=O)C2=C(C1)N(Cc1ccco1)C(=O)C2(NC(=O)c1ccco1)C(F)(F)F (centres undefined) | i
46 | C[C@@H]1CN([C@@H](C)CO)C(=O)Cc2cc(NC(=O)Nc3cccc4ccccc34)ccc2O[C@H]1CN(C)Cc1ccc(C(=O)O)cc1 | i
47 | CNC[C@@H]1Oc2c(NS(=O)(=O)c3c(C)noc3C)cccc2C(=O)N([C@@H](C)CO)C[C@@H]1C | i
48 | Cc1noc(C)c1NC(=O)N(C)C[C@H]1OCCCC[C@@H](C)Oc2ccc(NS(=O)(=O)c3cccs3)cc2C(=O)N([C@@H](C)CO)C[C@H]1C | i
49 | Cc1noc(C)c1NC(=O)N(C)C[C@@H]1Oc2c(NS(=O)(=O)c3cn(C)cn3)cccc2C(=O)N([C@@H](C)CO)C[C@H]1C | i
50 | C[C@H](CO)N1C[C@H](C)[C@@H](CN(C)S(C)(=O)=O)OCCCC[C@H](C)Oc2ccc(NC(=O)c3ccncc3)cc2C1=O | i
51 | C[C@@H]1CN([C@H](C)CO)C(=O)c2cc(NC(=O)Nc3ccccc3)ccc2O[C@H]1CN(C)Cc1ccncc1 | i
52 | COc1ccc(CN(C)C[C@H]2Oc3c(NS(=O)(=O)c4cn(C)cn4)cccc3C(=O)N([C@H](C)CO)C[C@H]2C)cc1 | i
53 | C[C@@H]1CN([C@@H](C)CO)C(=O)Cc2cc(NS(=O)(=O)c3ccc(Cl)cc3)ccc2O[C@H]1CN(C)Cc1ccc2c(c1)OCO2 | i
54 | COC(=O)c1cc(NC(=O)COc2ccccc2OC)cc(C(=O)OC)c1 | i
55 | CC(=O)Nc1ccc(Br)cc1-c1nc2ccccc2nc1OCc1ccc(Cl)cc1 | i
56 | C[C@H]1CN([C@@H](C)CO)C(=O)Cc2cc(NS(=O)(=O)c3cn(C)cn3)ccc2O[C@@H]1CN(C)S(=O)(=O)c1cn(C)cn1 | i
57 | COc1cc(-c2nnc(SCC(=O)c3ccccc3)n2-c2ccccc2)cc(OC)c1OC | i
58 | COc1ccc2c(c1)C(=O)CC(c1ccccc1)O2 (centres undefined) | i
59 | C[C@@H]1CN([C@@H](C)CO)C(=O)c2cc(NC(=O)CCCN(C)C)ccc2O[C@H]1CN(C)S(=O)(=O)c1cccs1 | i
60 | C[C@H]1CN([C@@H](C)CO)C(=O)CCCn2nncc2CO[C@H]1CN(C)C(=O)Nc1ccc(C(C)(C)C)cc1 | i
61 | C[C@H](CO)N1C[C@H](C)[C@H](CN(C)Cc2ccccc2)Oc2ccc(NC(=O)NC3CCCCC3)cc2CC1=O | i
62 | CNC[C@@H]1OCCCC[C@H](C)Oc2ccc(NC(=O)c3ccncc3)cc2C(=O)N([C@@H](C)CO)C[C@@H]1C | i
63 | Cc1noc(C)c1S(=O)(=O)Nc1ccc2c(c1)C(=O)N([C@H](C)CO)C[C@H](C)[C@@H](CN(C)C(=O)NC(C)C)OCCCC[C@H](C)O2 | +
64 | CNC[C@@H]1Oc2ccc(NC(=O)CCC(F)(F)F)cc2CC(=O)N([C@@H](C)CO)C[C@H]1C | i
65 | C[C@H](CO)N1C[C@H](C)[C@H](CN(C)C(=O)Nc2ccc3c(c2)OCO3)Oc2ccc(NC(=O)NC3CCCCC3)cc2CC1=O | i
66 | CCCN(C)C[C@@H]1Oc2ncc(-c3ccc(F)cc3)cc2C(=O)N([C@H](C)CO)C[C@@H]1C | i
67 | Cc1cc(C(=O)Nc2cccc3c2O[C@H](CN(C)S(=O)(=O)c2cn(C)cn2)[C@@H](C)CN([C@H](C)CO)C3=O)n(C)n1 | i
68 | C[C@@H]1CN([C@H](C)CO)C(=O)Cc2cc(NC(=O)NC3CCCCC3)ccc2O[C@H]1CN(C)S(=O)(=O)c1cccs1 | i
69 | COC(=O)[C@]1(CCS(=O)(=O)c2ccccc2)N=C(c2ccc(OCCCO)cc2)O[C@@H]1c1ccccc1 | i
70 | CC(=O)NCCc1c(C(=O)O)[nH]c2ccc(C(C)=O)cc12 | i
71 | C[C@@H]1CCCCO[C@@H](CN(C)C)[C@@H](C)CN([C@H](C)CO)C(=O)c2cc(NC(=O)Nc3cccc4ccccc34)ccc2O1 | i
72 | C[C@@H]1CN([C@@H](C)CO)C(=O)Cc2cc(NS(=O)(=O)c3cn(C)cn3)ccc2O[C@@H]1CN(C)S(=O)(=O)c1cn(C)cn1 | i
73 | COc1ccc(-c2noc(CSc3nnc(-c4ccco4)n3-c3ccccc3)n2)cc1OC | i
74 | O=C(O)CCSc1n[nH]c2nc3ccccc3n12 | i
75 | COc1ccc(NC(=O)COc2c(Cl)c(C)c(Cl)c(C)c2Cl)cc1[N+](=O)[O-] | i
76 | C[C@@H]1CN([C@@H](C)CO)C(=O)c2cc(N(C)C)ccc2O[C@@H](C)CCCCO[C@@H]1CN(C)S(=O)(=O)c1cn(C)cn1 | i
77 | COc1ccccc1CNC(=O)c1cc(-c2ccncc2)nc2c(Cl)cccc12 | i
78 | COc1ccc(CN(C)C[C@@H]2Oc3c(NS(=O)(=O)c4cccs4)cccc3C(=O)N([C@H](C)CO)C[C@@H]2C)cc1 | i
79 | COc1ccc(NC(=O)N(C)C[C@@H]2OCCCC[C@@H](C)Oc3ccc(NC(=O)Nc4ccccc4)cc3C(=O)N([C@H](C)CO)C[C@H]2C)cc1 | i
80 | COc1ccc(OC)c(C(C)NC(=O)Nc2cccc(C(C)=O)c2)c1 (centres undefined) | i

Following part.
no. | Structure | NFkB SMM
81 | O=C(CSc1nnc(-c2cccc3ccccc23)n1-c1ccccc1)NC1CC1 | i
82 | C[C@@H]1CN([C@H](C)CO)C(=O)Cc2cc(NC(=O)Nc3ccccc3)ccc2O[C@H]1CN(C)Cc1ccncc1 | i
83 | Cc1noc(C)c1NC(=O)Nc1cccc2c1O[C@H](CN(C)S(=O)(=O)c1cn(C)cn1)[C@H](C)CN([C@@H](C)CO)C2=O | i
84 | C[C@@H]1CN([C@@H](C)CO)C(=O)c2cc(NS(=O)(=O)c3ccccc3)ccc2O[C@H]1CN(C)C(=O)Nc1cccc2ccccc12 | i
85 | C[C@@H]1CCCCO[C@H](CN(C)S(=O)(=O)c2ccccc2)[C@H](C)CN([C@@H](C)CO)C(=O)c2cc(N(C)C)ccc2O1 | i
86 | C[C@H](CO)N1C[C@H](C)[C@H](CN(C)C)Oc2ccc(NC(=O)c3ccncc3)cc2C1=O | i
87 | COc1ccc(NC(=O)Cn2cnc3sc4c(c3c2=O)CCC(C)C4)cc1 (centres undefined) | i
88 | COc1ccccc1NC(=O)N(C)C[C@@H]1OCc2cn(nn2)CCCC(=O)N([C@@H](C)CO)C[C@H]1C | i
89 | CNC[C@H]1Oc2ccc(NC(=O)Nc3ccc4c(c3)OCO4)cc2CC(=O)N([C@H](C)CO)C[C@H]1C | i
90 | O=C(N[C@@H](Cc1ccccc1)Cn1cc(CN2C(=O)COC[C@H]2c2ccccc2)nn1)c1ccccc1 | i
